# FXIIa inh 1536: blocks human coagulation factor XIIa protease activity; P00748; purified FXIIa, Boc-QGR-AMC fluorogenic substrate, 2 h; inhibition, % at 5 µM; 220,000 tested, 0.3% active; AID 800; in the data active = inhibition above about 40%;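 note: 0% = enzyme with no compound and 100% = blank without enzyme; many of its hits are not listed in these tables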
# Wee1 stabilizer: human Wee1 degradation inhibition, primary screen; P30291; HeLa Luc-Wee1K328M stability, luciferase luminescence; 100% = proteasome inhibitor MG132 effect; reporter increase, % at 5 µM; 220,000 tested, 1.2% active; AID 1321;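 active = activation above the mean of all tested compounds plus 3 SD, set per screening run, cut at about 8.8% in these data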;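 note: cells exposed to compound for 20 h before luminescence read; 0% = DMSO alone and 100% = MG132 at 30 µM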
# Rad51 HR inh: Rad51 (human) homologous recombination inhibition; hRad51 DNA strand exchange, fluorescence dequenching; 200,000 tested, 0.085% active; AID 1385; Q06609; inhibition, % at 10 µM;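 active = inhibition above 40% at the single screening dose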;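 note: 0% = DMSO control wells and 100% = blanks with heterologous ssDNA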
# Target sequence (Q06609 whole entry, looked up): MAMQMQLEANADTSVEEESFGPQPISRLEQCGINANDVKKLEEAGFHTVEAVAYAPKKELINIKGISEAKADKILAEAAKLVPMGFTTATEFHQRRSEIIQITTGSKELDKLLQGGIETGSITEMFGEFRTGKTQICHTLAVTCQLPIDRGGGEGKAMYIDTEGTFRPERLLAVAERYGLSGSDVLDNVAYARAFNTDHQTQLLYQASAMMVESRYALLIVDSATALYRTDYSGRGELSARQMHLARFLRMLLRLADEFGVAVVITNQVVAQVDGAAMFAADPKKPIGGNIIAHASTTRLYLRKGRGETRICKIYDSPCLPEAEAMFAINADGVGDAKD
#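 material = hRad51 filaments on single-stranded DNA | reagent = Donor/quencher-labelled 47-bp dsDNA substrate | compound = 10 µM final, single point | schedule = strand-exchange reaction 15 min at room temperature | measured by = fluorescein emission 520 nm, excitation 485 nm | read-out basis = % inhibition versus plate control and blank means | benchmarks = plate controls and plate blanks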
# Mdm2 ligase inh: blocks human Mdm2 ubiquitin ligase activity; Q00987; cell-based MDM2 ubiquitination luciferase reporter, 2 h; 0 = plate control, 100 = twice control, blank-subtracted; signal enhancement, % at 5 µM; 210,000 tested, 0.11% active;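 active = signal enhancement of 30% or more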;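 note: luminescence tracks abundance of the self-degrading MDM2-luciferase fusion protein; higher signal means inhibition of MDM2 E3 ligase activity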
# Target sequence (Q00987 whole entry, looked up, the tested form may be a part): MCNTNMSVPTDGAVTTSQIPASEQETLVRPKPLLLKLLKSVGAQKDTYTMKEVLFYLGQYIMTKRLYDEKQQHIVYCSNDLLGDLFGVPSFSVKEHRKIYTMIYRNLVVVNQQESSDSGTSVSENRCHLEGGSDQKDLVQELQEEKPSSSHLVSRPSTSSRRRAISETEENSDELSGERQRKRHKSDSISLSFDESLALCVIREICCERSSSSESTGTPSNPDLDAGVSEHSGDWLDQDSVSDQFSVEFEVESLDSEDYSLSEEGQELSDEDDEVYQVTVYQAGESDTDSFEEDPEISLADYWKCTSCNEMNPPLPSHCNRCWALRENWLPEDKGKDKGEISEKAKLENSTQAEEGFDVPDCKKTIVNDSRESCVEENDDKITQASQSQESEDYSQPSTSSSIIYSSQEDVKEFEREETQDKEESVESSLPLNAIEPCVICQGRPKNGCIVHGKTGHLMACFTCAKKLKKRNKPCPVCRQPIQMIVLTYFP
#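 Material: Stable MDM2–luciferase fusion reporter cells | Amount: 2000 cells seeded into each well | Dosing: One concentration, 5 µM, with 0.2% DMSO | Incubation: 4 h cell settling then 2 h compound exposure, 37 °C | Measured by: Luciferase luminescence | Read-out basis: % enhancement relative to plate controls after blank subtraction | Benchmarks: Control and blank well means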
# p97 ATPase inh: human p97 ATPase inhibition | inhibition, % at 8 µM | P55072 | recombinant p97 ATPase, Kinase-Glo ATP luminescence, 3 h | 220,000 tested, 0.42% active; in the data active = inhibition above about 15%;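 note: 0% = DMSO vehicle and 100% = wells lacking enzyme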
# FXIa inh 1536: inhibitors of human coagulation factor XIa; 220,000 tested, 0.14% active; purified FXIa, Boc-Glu-Ala-Arg-AMC fluorogenic substrate; inhibition, % at 5 µM;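 active = inhibition of at least 40%; inactive = inhibition below 40%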;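 note: fluorescence of freed AMC excited at 355 nm; 0% = enzyme without compound and 100% = no enzyme blank; many of its hits are not listed in these tables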
# hK5 inh: blocks human kallikrein 5 protease activity; inhibition, % at 5 µM; recombinant hK5, fluorogenic AMC substrate cleavage; 210,000 tested, 0.59% active;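 active = inhibition of 40% or more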;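 note: 0% = enzyme controls without compound and 100% = no-enzyme blanks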
# 14-3-3 Bad inh: disrupts binding of bovine 14-3-3 zeta to phospho-Bad peptide; TR-FRET 14-3-3zeta/Dy647-pBad peptide displacement, 1 h; 220,000 tested, 0.71% active; P63103; inhibition, % at 21.7 µM; AID 781;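 active = inhibition above about 70%, limit read from the data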;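 note: 0% = full 14-3-3 plus peptide FRET controls and 100% = background without 14-3-3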
# Target sequence (P63103 whole entry, looked up): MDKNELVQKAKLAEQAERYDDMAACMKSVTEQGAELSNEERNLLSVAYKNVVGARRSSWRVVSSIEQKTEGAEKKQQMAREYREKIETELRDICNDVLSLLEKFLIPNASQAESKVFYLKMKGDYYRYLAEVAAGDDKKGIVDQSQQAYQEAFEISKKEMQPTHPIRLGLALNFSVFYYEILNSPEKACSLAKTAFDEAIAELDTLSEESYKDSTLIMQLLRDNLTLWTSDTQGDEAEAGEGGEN
# eIF4E 4G PPI: blocks eIF4E binding to eIF4G. P63073+Q04637. TR-FRET eIF4E-eIF4GI(517-606) binding, 2 h. 220,000 tested, 0.37% active. inhibition, % at 21.7 µM;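 active = inhibition above about 30%, limit read from the data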;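 note: 0% = full FRET control wells and 100% = background wells lacking eIF4GI fragment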
# * = called active by the depositor; / = not tested or not shown; [ ] = remark or other dose.
SMILES,FXIIa inh 1536,Wee1 stabilizer,Rad51 HR inh,Mdm2 ligase inh,p97 ATPase inh,FXIa inh 1536,hK5 inh,14-3-3 Bad inh,eIF4E 4G PPI
Cc1cc(C)n(CCc2nc(-c3ccc(F)cc3)cs2)n1,8,-2,15,4,1,2,-7,2,2
Cc1cc(C)c(S(=O)(=O)Nc2ccc[nH]c2=O)c(C)c1,11,0,/,-3,-2,3,3,-2,-3
C=CCn1c(SCc2nc3sc4c(c3c(=O)[nH]2)CCCC4)nc2ccccc2c1=O,2,4,-27,17,1,2,-12,-5,16
CC(=O)c1cc2c(O)c(O)ccc2o1,12,1,-2,-8,0,2,5,13,-2
COc1cccc(/C=N/NC(=O)CNC(=O)c2ccc(S(=O)(=O)N3CCOCC3)cc2)c1OC,4,12*,2,-4,-2,-3,-10,-10,0
O=C(Nc1ccc(F)cc1F)N1CCN(CCc2ccccc2)CC1,12,0,-15,-2,0,1,2,3,-3
CCN1C(=O)C2(C(C#N)=C(N)Oc3n[nH]c(-c4ccccc4)c32)c2ccccc21 (stereo not drawn),13,2,0,/,-7,0,-7,-7,2
Nc1nnnn1/N=C/c1ccc(O)cc1,10,-1,1,-19,1,-1,-13,-7,2
CC(C)c1ccc2[nH]c(O)c(N=NC(=O)c3cccc(S(=O)(=O)N4CCCCC4)c3)c2c1,11,-2,4,-6,4,6,-21,-16[fluorescence artefact?],3[fluorescence artefact?]
O=C(Nc1ccccc1Cl)O/N=C(/c1ccccc1)c1ccccn1,14,1,-9,12,1,2,-7,-5[fluorescence artefact?],-4[fluorescence artefact?]
Cc1cc(/C=C(\C#N)C(=O)Nc2ccccc2)c(C)n1-c1ccc2c(c1)OCO2,8,6,-4,-9,-5,1,-11,-8,-18
CN1CCN(C2=NC(=O)/C(=C/c3ccccc3OS(=O)(=O)c3ccccc3)S2)CC1,-3,-1,0,-6,-5,-6,-5,0,-5
COc1ccc(/C=C2\CCn3c2nc2cc(C(=O)O)ccc2c3=O)cc1OC,14,3,15,/,5,10,8,4,-6
CN(C)S(=O)(=O)c1cccc(-c2cn3ccccc3n2)c1,5,2,-9,-16,-1,1,-9,/,/
O=C(N/N=C/c1cccc(NC(=O)c2ccc(Cl)cc2)c1)c1ccc(O)cc1,7,0,4,/,8,1,-1,8,-4
S=C(Nc1ccc2nsnc2c1)N1CCCC1,2,-2,-8,-8,21*,-4,-1,-8,-1
COC(=O)c1ccc(COc2ccc3c4c(c(=O)oc3c2)CCC4)o1,5,0,-6,-1,2,6,-17,1,-8
O=C1NC2(CCCCC2)C(=O)N1c1ccccc1,-1,0,-2,/,-2,-5,-6,0[fluorescence artefact?],8[fluorescence artefact?]
O=C(CC1(O)C(=O)Nc2ccccc21)c1cccnc1 (stereo not drawn),-1,0,-10,-6,2,-6,-11,64,-1
CNC(=S)NNS(=O)(=O)c1ccc(OC)cc1OC,7,-2,/,-11,2,-2,/,-4,0
NC(=O)c1ccc(NC(=O)COC(=O)C(Cc2ccccc2)NC(=O)c2ccccc2)cc1 (stereo not drawn),3,1,1,-4,4,-1,14,-1,0
O=C(CSc1nnc(-c2ccco2)o1)NC(=O)C1COc2ccccc2O1 (stereo not drawn),3,1,1,-20,3,-11,20,0,8
COc1ccc(/C=N/NC(=O)c2ccncc2)cc1CN1CCN(c2ccc(F)cc2)CC1,10,0,6,-2,2,-5,-1,-11,-2
Cc1cc2c(nn1)CCc1nonc1-2,13,1,1,-7,-5,2,5,-3,1
Nc1c(C(=O)OCC2CCCO2)c2nc3ccccc3nc2n1C1CCCC1 (stereo not drawn),-32,-1,6,-11,17*,-11,-90,/,/

# Next section; the last 2 above are carried over.
SMILES,FXIIa inh 1536,Wee1 stabilizer,Rad51 HR inh,Mdm2 ligase inh,p97 ATPase inh,FXIa inh 1536,hK5 inh,14-3-3 Bad inh,eIF4E 4G PPI
Cc1cc2c(nn1)CCc1nonc1-2,13,1,1,-7,-5,2,5,-3,1
Nc1c(C(=O)OCC2CCCO2)c2nc3ccccc3nc2n1C1CCCC1 (stereo not drawn),-32,-1,6,-11,17*,-11,-90,/,/
COc1ccccc1NC(=O)C(Sc1ccccc1)c1ccccc1 (stereo not drawn),23,-4,3,-10,-5,26,37,26[fluorescence artefact?],-30
O=S(=O)(c1ccccc1)c1ccc(C(F)(F)F)cn1,5,1,-6,-52,9,2,2,-6,6
Cc1ccc(Nc2ccccc2)cc1,13,3,-9,/,-5,6,-15,-9,0
CN1C(=S)N(c2cccnc2)C(=O)/C1=C\c1ccc(C(C)(C)C)cc1,8,1,-4,-16,5,4,3,-13,-1
CCC(Sc1nc2ccccc2c(=O)n1CCN1CCOCC1)C(=O)NCc1cccnc1 (stereo not drawn),13,3,3,/,2,3,3,-5[fluorescence artefact?],-10
CC/C(=N\NC(=S)NC(C)C)c1ccc(OC(F)F)cc1,52*,2,-12,-90,-6,27,39,-3,-1
CCCn1c(SCC(=O)c2[nH]c(C)c(C(C)=O)c2C)n[nH]c1=O,4,-4,/,2,-1,-6,-1,-2,1
CCOC(=O)c1c(NC(=O)C(Sc2ccccc2)c2ccccc2)sc(C(=O)N(C)C)c1C (stereo not drawn),15,1,9,-5,-6,3,17,4,4
CSc1cc(N2CCOCC2)nc(-c2ccccc2Cl)n1,1,3,11,-3,-1,-5,-12,-6,7
COc1ccccc1CNC(=O)CSc1nc(C)cs1,5,-2,9,-12,-4,-3,-1,-5,-2
CCOC(=O)C1(CCCc2ccccc2)CCN(CC(O)CO)CC1 (stereo not drawn),6,-2,-2,12,5,-4,-3,-5,2
COc1cccc(OCCSc2nc3ccccc3c(=O)[nH]2)c1,6,-2,3,-10,2,-2,15,-4,5
CC(C)n1nc(C(=O)Nc2nnc(SCc3c(Cl)cccc3Cl)s2)c2ccccc2c1=O,4,-1,-4,-8,-1,0,-4,-7,-8
Oc1ccc(NCc2ccccc2OCc2ccccc2)cc1,7,0,-1,0,10,4,-23,-13[fluorescence artefact?],7
COc1cc(C(=O)N2CC(C)OC(C)C2)c([N+](=O)[O-])cc1OC (stereo not drawn),10,-1,-1,-15,1,7,-19,-1,11
CCOC(=O)N1CCN(C(=O)CCC2CCCC2)CC1,-4,3,1,-10,1,-7,-25,-7,-7
O=C(COC(=O)c1cnccn1)c1ccc(Cl)c([N+](=O)[O-])c1,6,1,26,-50,4,1,2,0,-5
CCOC(=O)COc1cc(N)c(Cl)cc1Cl,6,13*,-1,8,6,-3,1,-14,2
CCCn1nc2cc(C(=O)NCC34CC5CC(CC(C5)C3)C4)ccc2c1OCC,4,-3,3,1,2,-2,-50,9,5
CCN(c1ccccc1)S(=O)(=O)c1ccc(OC)c(NC(=O)CNCCc2ccccc2)c1,7,0,14,-2,-4,0,0,48,1
NC(=O)C1CCCNC1 (stereo not drawn),6,/,-4,-2,/,2,6,-5,-18
CCOC(=O)c1ccccc1NC(=O)CSc1nnnn1C1CCCCC1,7,0,/,6,-9,0,-1,12,-2
O=C(Nc1ccccc1)N(Cc1ccccc1)C1=NCCS1,-5,0,9,-10,-3,0,1,13,0
Cc1ccc(S(=O)(=O)C2(C(=O)N3CCN(C4CCCCC4)CC3)CC2)cc1,7,-2,4,-6,-2,3,-28,5[fluorescence artefact?],-6
Cc1ccc(N2C(=O)CSCC2=O)cc1,6,-1,7,-1,3,-4,-14,5,-3[fluorescence artefact?]

# Some of the entries so far, with bars between the fields:
mol | FXIIa inh 1536 | Wee1 stabilizer | Rad51 HR inh | Mdm2 ligase inh | p97 ATPase inh | FXIa inh 1536 | hK5 inh | 14-3-3 Bad inh | eIF4E 4G PPI
S=C(Nc1ccc2nsnc2c1)N1CCCC1 | 2 | -2 | -8 | -8 | 21* | -4 | -1 | -8 | -1
Nc1nnnn1/N=C/c1ccc(O)cc1 | 10 | -1 | 1 | -19 | 1 | -1 | -13 | -7 | 2
O=C(N/N=C/c1cccc(NC(=O)c2ccc(Cl)cc2)c1)c1ccc(O)cc1 | 7 | 0 | 4 | / | 8 | 1 | -1 | 8 | -4
O=C(Nc1ccc(F)cc1F)N1CCN(CCc2ccccc2)CC1 | 12 | 0 | -15 | -2 | 0 | 1 | 2 | 3 | -3
CCOC(=O)COc1cc(N)c(Cl)cc1Cl | 6 | 13* | -1 | 8 | 6 | -3 | 1 | -14 | 2
CCN(c1ccccc1)S(=O)(=O)c1ccc(OC)c(NC(=O)CNCCc2ccccc2)c1 | 7 | 0 | 14 | -2 | -4 | 0 | 0 | 48 | 1
CNC(=S)NNS(=O)(=O)c1ccc(OC)cc1OC | 7 | -2 | / | -11 | 2 | -2 | / | -4 | 0

# Next records follow:
SMILES,FXIIa inh 1536,Wee1 stabilizer,Rad51 HR inh,Mdm2 ligase inh,p97 ATPase inh,FXIa inh 1536,hK5 inh,14-3-3 Bad inh,eIF4E 4G PPI
Cc1ccc([N+](=O)[O-])cc1S(=O)(=O)Nc1ccccn1,7,-2,/,-5,-3,-6,-4,-5,1
CCn1c(C)c(C(C)=O)c(N2CCN(C(=O)c3ccco3)CC2)nc1=S,-1,7,-2,-12,6,4,0,43,71*
O=[N+]([O-])c1ccc(/C=N/NC2=NS(=O)(=O)c3ccccc32)cc1,6,2,5,8,5,3,1,-11,-1
O=C(CSc1nnc(-c2ccccc2)n1C1CCCCC1)Nc1ccc(S(=O)(=O)Nc2ccccn2)cc1,5,0,-5,-19,2,-4,-23,11,53*
COc1ccc(C2SCCN2S(=O)(=O)c2ccccc2)cc1OC (stereo not drawn),13,0,8,-17,4,-2,-22,-3,-1
CC1CCCC(NC(=S)NC(=O)c2cncc(Br)c2)C1C (stereo not drawn),7,-2,1,-6,4,6,-18,-17[fluorescence artefact?],-2
Cc1ccc(OCC(=O)N/N=C/c2cn(Cc3ccccc3)c3ccccc23)cc1,5,3,-7,-12,2,7,-23,-8,5
COc1ccc(S(=O)(=O)Nc2ccccc2SC)cc1C,12,-2,5,2,1,-3,-2,-17,6
O=C(CCC1CCCCC1)NCCN1C2=NC[C@@H](Cc3ccccc3)N2C[C@H]1Cc1ccc(O)cc1,10,2,-7,/,3,2,6,-5,1
N#Cc1c2n(c3c(=S)nc[nH]c13)CCCCC2,1,8,-9,-3,4,-3,0,4,5
COc1ccc(S(=O)(=O)Nc2ccc(C(F)(F)F)cc2)cc1OC,8,1,1,-30,-6,-8,-25,-2,9

# Some values from above.
# CC1CCCC(NC(=S)NC(=O)c2cncc(Br)c2)C1C (stereo not drawn) | Mdm2 ligase inh = -6
# CCn1c(C)c(C(C)=O)c(N2CCN(C(=O)c3ccco3)CC2)nc1=S | p97 ATPase inh = 6

# eIF4E 4G PPI, what is marked active above.
SMILES,FXIIa inh 1536,Wee1 stabilizer,Rad51 HR inh,p97 ATPase inh,FXIa inh 1536,hK5 inh,14-3-3 Bad inh,eIF4E 4G PPI
CCn1c(C)c(C(C)=O)c(N2CCN(C(=O)c3ccco3)CC2)nc1=S,-1,7,-2,6,4,0,43,71*
O=C(CSc1nnc(-c2ccccc2)n1C1CCCCC1)Nc1ccc(S(=O)(=O)Nc2ccccn2)cc1,5,0,-5,2,-4,-23,11,53*

# Screening data deposited in PubChem by several laboratories.
